# Compound activity: PubChem, Broad Institute
# Cneo AK release: causes C. neoformans cell lysis; adenylate kinase release luminescence, 4 h; normalised: neutral wells 0, clomiphene wells 100; lysis activity, % at 15 µM; 360,000 tested, 0.2% active; AID 651654;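 active = mean lysis activity across replicates of at least 80%, whatever share of replicates individually reach that level; inactive = mean lysis activity below 80%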
#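 read-out = cell lysis signal | test system = log-phase Cryptococcus neoformans yeast cells | input = cells at 5 × 10^6 per mL | medium = fresh YPD growth medium | signal = luminescent adenylate kinase detection reagent | timing = 4 h at 37 °C static, read 1 h later | dosing = single dose | controls = Clomiphene as positive lysis control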
# esBAF inh: inhibitors of esBAF chromatin remodeling in mouse ES cells; Bmi1-luciferase knock-in reporter, 24 h; 100% = twice the neutral-well signal; reporter increase, % at 12.5 µM; 350,000 tested, 2% active; in the data active = activation above about 40%; inconclusive = no clear call, values can overlap the other calls;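 also: 0% = median of the plate's neutral control wells and 100% = double that signal; a rise in the Bmi1 reporter signal indicates esBAF inhibition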
# miR-122 sensor: miR-122 inhibition in Huh7 cells; AID 602342; activation (reporter increase), % at 12.5 µM; Huh7 miR-122 Renilla luciferase sensor, 48 h; neutral wells = 0, positive control = 100; 340,000 tested, 0.3% active;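 active = mean replicate activation score at least 90 and every replicate individually at or above 90; inconclusive = only one of the two criteria met; inactive = neither criterion met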;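 also: higher luciferase means less miR-122 activity so hits act as miR-122 inhibitors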
# SIRT5 block: blocks human SIRT5 desuccinylation of peptide | 330,000 tested, 1.1% active | inhibition, % at 15 µM | Q9NXA8 | Purified SirT5, succinyl-peptide AMC, trypsin-coupled fluorescence; in the data active = inhibition above about 15%; inconclusive = no clear call, values can overlap the other calls
# Target sequence (Q9NXA8 whole entry, looked up): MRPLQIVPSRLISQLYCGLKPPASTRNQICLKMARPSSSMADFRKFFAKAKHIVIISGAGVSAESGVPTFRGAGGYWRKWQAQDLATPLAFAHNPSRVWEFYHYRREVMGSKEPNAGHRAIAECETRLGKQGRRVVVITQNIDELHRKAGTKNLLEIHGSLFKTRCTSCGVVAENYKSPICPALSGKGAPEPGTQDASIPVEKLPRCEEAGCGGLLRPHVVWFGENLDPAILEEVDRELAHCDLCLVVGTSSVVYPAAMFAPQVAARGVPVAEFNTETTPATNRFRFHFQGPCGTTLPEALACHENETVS
# C2C12 statin: protects C2C12 myotubes from simvastatin toxicity | ATP luminescence, 48 h; scaled: DMSO 0, geranylgeraniol control 100 | rescue of ATP level, % at 7.49 µM | 330,000 tested, 0.78% active | AID 602340;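 active = mean ATP rescue above about 67%, or every replicate alone reaching that limit, limit read from the data, passing the limit was not always enough; inconclusive = no clear call, values can overlap the other calls; inactive = mean under the limit and some replicate under it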;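 also: myotubes were challenged with 10 µM simvastatin during compound exposure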
# ERp5 block: blocks human ERp5 reductase activity on insulin; inhibition, % at 9.99 µM; ERp5 insulin aggregation, absorbance 650 nm, 90 min; AID 651711; Q15084; 350,000 tested, 0.05% active;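 active = mean replicate inhibition above about 25%, with every replicate also reaching it, limit read from the data, passing the limit was not always enough; inconclusive = only one of those two criteria met; inactive = neither criterion met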
# Target sequence (Q15084 whole entry, looked up): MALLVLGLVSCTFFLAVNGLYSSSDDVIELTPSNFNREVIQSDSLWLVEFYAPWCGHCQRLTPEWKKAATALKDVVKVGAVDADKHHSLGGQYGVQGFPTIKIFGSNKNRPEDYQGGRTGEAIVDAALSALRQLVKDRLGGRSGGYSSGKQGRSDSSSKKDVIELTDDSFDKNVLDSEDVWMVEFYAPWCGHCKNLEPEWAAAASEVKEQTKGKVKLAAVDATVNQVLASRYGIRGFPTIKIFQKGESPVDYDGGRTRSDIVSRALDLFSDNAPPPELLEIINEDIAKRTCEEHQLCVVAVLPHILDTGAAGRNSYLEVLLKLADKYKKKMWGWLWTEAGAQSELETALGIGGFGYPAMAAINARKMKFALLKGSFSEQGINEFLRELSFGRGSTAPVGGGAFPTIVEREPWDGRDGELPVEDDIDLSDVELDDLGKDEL
# ARNT TACC3 PPI: ARNT/TACC3 interaction disruption; 390,000 tested, 0.66% active; Q9Y6A5; AlphaScreen His-ARNT PAS-B/GST-TACC3 binding, luminescence; TACC3 fragment carries E629A point mutation; inhibition, % at 9.99 µM;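 active = mean inhibition of replicates at least 50% and at least half of replicates each reaching 50%; inconclusive = half or more replicates reach 50% but mean below 50%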;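 also: 0% = complete ARNT plus TACC3 wells and 100% = ARNT alone without TACC3; many hits fall short of the cut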
# * marks the source's active call; other numbers are inactive results; ? = inconclusive; . = no result given; [ ] = dose if it differs, or a comment.
SMILES,Cneo AK release,esBAF inh,miR-122 sensor,SIRT5 block,C2C12 statin,ERp5 block,ARNT TACC3 PPI
COCC(=O)N(C)C[C@H]1Oc2ncc(C#C[C@@H](C)O)cc2C(=O)N([C@@H](C)CO)C[C@@H]1C,0,0,5[16.7 µM],-10,19,4,-6
O=C(O)Cn1nc(C(F)(F)F)c2c1CCCC2,.,.,-1,-3,.,0,-4
COc1cc(C)ccc1OCC(=O)Nc1ccc2c(c1)OCO2,-2,17,-7,-1,7,-2,2
Cc1nn(Cc2ccccc2)c(C)c1CNC(=O)CN=C1NS(=O)(=O)c2ccccc21,0,-2,36,3,13,0,-13
C[C@@H]1CN([C@@H](C)CO)C(=O)c2cc(NS(=O)(=O)c3ccccc3)ccc2O[C@H]1CN(C)C(=O)Nc1ccc(F)cc1,-4,-1,1[16.7 µM],1,-38,0,-11
CCOC(=O)c1c(NC(=O)CN2CCN(C(=O)C3CCCO3)CC2)sc(C)c1C (stereo unspecified),1,5,4,0,8,0,-21
CC(C)(C)[C@H]1COC(=O)[C@@H](Cc2ccc(F)cc2)C/C=C\C[C@@H](CC(=O)N[C@H](CO)Cc2ccccc2)C(=O)N1,3,5,.,.,3,-7,-8
CC1(C)COC(Cc2ccccc2)=N1,10,-6,-7,-2,0,-2,.
CC1ON=C(c2ccccn2)N(Cc2ccc(S(C)(=O)=O)cc2)C1=O (stereo unspecified),1,-8,.,.,5,2,.
Oc1c(Br)cc(Br)cc1/C=N/c1nccs1,-1,-1,2,-3,-25,-5,22
O=S(=O)(N[C@@H]1CC[C@H](CCn2cc(C3(O)CCCC3)nn2)O[C@H]1CO)c1ccc(Cl)cc1,6,3,-5[16.7 µM],1,14,1,-18
COc1ccc(NS(=O)(=O)c2cccc(N/C(=N\S(=O)(=O)c3ccccc3)c3ccc(F)cc3)c2)cc1,-1,.,39,-1,.,2,-1
COc1ccc(Nc2nc(N)nc(CN3CCc4ccccc4C3)n2)cc1,-2,7,2,-3,15,2,6
COc1ccc(NC(=O)CC2C(=O)N(Cc3ccco3)C(=S)N2C(C)C)cc1 (stereo unspecified),1,.,5,-1,.,0,-4
Cc1ccc(C(=O)NNC(=O)C2CCN(S(=O)(=O)c3ccc(Cl)cc3)CC2)cc1,0,3,-9,-1,8,2,-5
COc1ccc(Nc2cc(Cl)ccc2C(=O)O)cn1,-2,-2,-9,1,0,2,3
COc1ccccc1NC(=O)N(c1c(N)n(Cc2ccccc2)c(=O)[nH]c1=O)C1CCCC1,0,-3,-7,.,13,.,-10
O=C(CN1C(=O)NC2(CCCC2)C1=O)NCCc1ccc(Cl)cc1Cl,-1,6,-2,2,8,-2,-8
Cc1cccc(N2CCN(CC(O)COc3ccc(Cl)cc3)CC2)c1 (stereo unspecified),0,0,13,-1,4,-2,-5
c1ccc2c(c1)OCC(c1nnc3n1-c1ccccc1SC3)O2 (stereo unspecified),1,8,3,.,24,.,-5
CCOc1ccc(NC(=O)CN(C)S(=O)(=O)c2cnc[nH]2)cc1,.,.,.,-4,.,3,1
CCCCN1CC(O)=C(c2nc3ccccc3s2)C1=N,-4,58*,7,.,-20,.,-1
CC(=O)C1=C(C)NC(SCC(=O)c2ccc(F)cc2)=C(C#N)C1c1ccco1 (stereo unspecified),1,13,8,-2,-9,3,-20
C[C@H](CO)N1C[C@H](C)[C@H](CN(C)Cc2ccc(C(F)(F)F)cc2)Oc2c(NC(=O)NC3CCCCC3)cccc2C1=O,-1,6,53[16.7 µM],4,.,0,-7
CCOC(=O)C1=C(C)Nc2ncnn2C1c1c[nH]c2ccccc12 (stereo unspecified),1,-1,-3,-1,34,7,5
Nn1c(SCCOc2ccc(Cl)cc2)nnc1-c1cccnc1,.,.,.,-3,.,0,6
CC(C)[C@H](CO)Nc1nc(NCc2ccc(S(N)(=O)=O)cc2)c2ncn(C(C)C)c2n1,1,-1,17,.,-10,5,2
COc1ccc(-n2nnnc2C(c2cc3ccccc3o2)N2CCN(C/C=C/c3ccccc3)CC2)cc1 (stereo unspecified),1,-4,-2,4,0,3,.
COC(=O)c1ccccc1NC(=O)c1ccc2c(c1)C(=O)N(Cc1ccco1)C2=O,-4,1,.,.,-11,.,-1
C[C@H]1CN([C@@H](C)CO)C(=O)CCCn2nncc2CO[C@@H]1CN(C)C(=O)OCc1ccccc1,-3,0,-4[16.7 µM],-2,-17,-8,0
C[C@H]1CCCCO[C@@H](CN(C)Cc2ccccc2)[C@@H](C)CN([C@@H](C)CO)C(=O)c2cc(NC(=O)Nc3ccc(F)cc3)ccc2O1,4,1,-9[16.7 µM],7,.,-2,3
C/C(=N/NS(=O)(=O)c1ccc(Cl)cc1)c1ccc2c(c1)OCO2,1,13,-1,3,16,8,-8
O=C(O)c1ccc(N=NN2CCCCC2)cc1,.,.,2,-1,.,0,1
CO[C@@H]1CN(C)C(=O)c2cc(NC(=O)C3CC3)ccc2OC[C@@H](C)N(Cc2cccc(F)c2)C[C@H]1C,-4,-2,.,-3,6,-5,-11
COCCCN(CC(=O)Nc1ccc(F)cc1)S(=O)(=O)c1cccs1,1,-2,13,-2,-7,0,-2
O=C(N[C@@H](Cc1c[nH]c2ccccc12)C(=O)O)c1ccc(Cl)cc1,.,4,4,0,8,5,-2
COc1ccc(/C=C/C(=O)OCC(=O)Nc2ccc(Cl)cn2)cc1,0,-5,.,-1,-5,-4,2
O=C1CCC(c2ccc3ccccc3c2)O1 (stereo unspecified),-9,10,17,1,2,-5,6
CO[C@H]1CN(C)C(=O)c2cc(NC(=O)C3CCCCC3)ccc2OC[C@H](C)N(Cc2cccnc2)C[C@@H]1C,-2,9,4[16.7 µM],-1,-2,-1,-12
CC(=O)Nc1ccc(S(=O)(=O)Oc2cccc(/C=N/N=C3/NC(=O)C(CC(=O)O)S3)c2)cc1 (stereo unspecified),.,.,.,3,.,?,-11

# No new results follow: six of the compounds above.
SMILES,Cneo AK release,esBAF inh,miR-122 sensor,SIRT5 block,C2C12 statin,ERp5 block,ARNT TACC3 PPI
COCC(=O)N(C)C[C@H]1Oc2ncc(C#C[C@@H](C)O)cc2C(=O)N([C@@H](C)CO)C[C@@H]1C,0,0,5[16.7 µM],-10,19,4,-6
O=C(O)Cn1nc(C(F)(F)F)c2c1CCCC2,.,.,-1,-3,.,0,-4
COc1cc(C)ccc1OCC(=O)Nc1ccc2c(c1)OCO2,-2,17,-7,-1,7,-2,2
Cc1nn(Cc2ccccc2)c(C)c1CNC(=O)CN=C1NS(=O)(=O)c2ccccc21,0,-2,36,3,13,0,-13
C[C@@H]1CN([C@@H](C)CO)C(=O)c2cc(NS(=O)(=O)c3ccccc3)ccc2O[C@H]1CN(C)C(=O)Nc1ccc(F)cc1,-4,-1,1[16.7 µM],1,-38,0,-11
CCOC(=O)c1c(NC(=O)CN2CCN(C(=O)C3CCCO3)CC2)sc(C)c1C (stereo unspecified),1,5,4,0,8,0,-21

# The results go on.
SMILES,Cneo AK release,esBAF inh,miR-122 sensor,SIRT5 block,C2C12 statin,ERp5 block,ARNT TACC3 PPI
CCCNC(=O)N1[C@@H](C#N)[C@H](c2ccc(C#Cc3ccc(F)cc3)cc2)[C@@H]1CO,-3,36,.,5,37,-6,15
Cc1ccc(S(=O)(=O)NCc2ccccc2)cc1C(=O)NCc1ccccn1,-2,-4,17,-2,-5,0,-2
CCCN1CCCc2cc(CN)ccc21,-2,-19,-4,.,-28,.,32*
COc1ccc(NC(=O)Nc2ccc3c(c2)CC(=O)N([C@@H](C)CO)C[C@H](C)[C@H](CN(C)C(=O)Nc2cccc4ccccc24)O3)cc1,3,9,-1[16.7 µM],.,22,.,10
CNC(=O)c1cccn1-c1ccsc1C(=O)OC,-4,-3,5,.,5,.,-1
Clc1ccc(Cn2nnc(-c3ccc(N4CCOCC4)cc3)n2)cc1,.,10,-1,.,-14,.,-4
COc1cc2c(cc1OC)CN(CC(=O)Nc1ccc(F)cc1)CC2,2,-8,18,-4,8,9,0
Cc1nc(N2CCOCC2)nc(N2CCN(c3ccccc3)CC2)c1[N+](=O)[O-],-1,-3,-5,.,18,.,-2
C[C@@H]1CN([C@@H](C)CO)C(=O)c2cc(NS(C)(=O)=O)ccc2O[C@@H](C)CCCCO[C@H]1CN(C)C,-1,0,-2[16.7 µM],0,25,3,-15
CN1c2ccc(-c3ccc(F)cc3)cc2[C@@H]2[C@@H](CCN2S(=O)(=O)c2ccc(F)cc2)[C@@H]1CO,0,-1,-5[16.7 µM],5,-15,5,20
CC(C)CC#Cc1ccc2c(c1)O[C@H](CN(C)C(=O)Cc1ccccc1)[C@@H](C)CN([C@H](C)CO)S2(=O)=O,-7,-8,37[16.7 µM],2,-12,-3,-6
O=C(Nc1ccccc1F)c1ccc(CSc2ncccn2)cc1,-4,62*,-9,1,-8,-2,7
COc1ccc(C(=O)N[C@H](C(=O)Nc2ccc(OC)nc2)C(C)C)cc1,3,16,-3,.,.,.,1
OC(COC(c1ccccc1)c1ccccc1)CN1CCc2ccccc2C1 (stereo unspecified),3,.,3,4,.,-3,5
S=C(NCc1ccco1)Nc1ccc(Cl)c(Cl)c1,7,8,59,0,0,-1,6
CC1CCC(CN2C(Nc3ccccc3)=NC[C@@H]2C)CC1 (stereo partly specified),1,2,-2,3,-12,-5,1
CCOC(=O)C1CCN(S(=O)(=O)c2ccc(C)c(C)c2)CC1,.,-5,-1,.,13,3,-3
CCNC(=O)C(=O)Nc1ccc2c(c1)N(S(=O)(=O)c1cccs1)CCC2,-1,4,4,1,-3,0,1
O=C(CN1CCC(n2nnc3cc(C(F)(F)F)ccc32)CC1)N1CCc2ccccc21,-1,1,3,.,-29,.,-8
O=C(COc1ccccc1)NC1CCCCCCC1,1,28,-6,-2,2,1,-4

# Some values from above:
# Value for `CNC(=O)c1cccn1-c1ccsc1C(=O)OC` in esBAF inh: -3
# Value for `C/C(=N/NS(=O)(=O)c1ccc(Cl)cc1)c1ccc2c(c1)OCO2` in C2C12 statin: 16

# (more compounds)
SMILES,Cneo AK release,esBAF inh,miR-122 sensor,SIRT5 block,C2C12 statin,ERp5 block,ARNT TACC3 PPI
Cc1ccccc1CN1CCC(CNC(=O)C2CCCN(c3ncnc4c3nc3n4CCCCC3)C2)CC1 (stereo unspecified),-1,-1,-3,0,-14,3,10
O=C(O)c1sccc1S(=O)(=O)N1CCOCC1,0,5,-9,7,3,-1,-2
CC(OC(=O)c1ccc(S(=O)(=O)N2CCCCC2)cc1)C(=O)NC1CCCCC1C (stereo unspecified),1,-4,-4,-1,-8,1,-1
COc1ccc2[nH]c3c(Cl)ncnc3c2c1,.,.,.,-1,.,1,1
C[C@H](CO)N1C[C@H](C)[C@@H](CN(C)C(=O)CCC(F)(F)F)OCCCC[C@H](C)Oc2ccc(NS(=O)(=O)c3ccc(F)cc3)cc2C1=O,8,0,-1[16.7 µM],5,.,3,10
CCCn1c(=O)[nH]c(=O)c2c(C(F)(F)F)cc(-c3ccc(C)cc3)nc21,.,.,.,-1,.,1,0
CC(=O)Nc1ccc(/C=C/c2ccc3c([N+](=O)[O-])cccc3n2)cc1,.,?,-9,0,15,3,-2
Cc1nc(-c2ccc(F)cc2)c(CC(=O)N(C)CC(=O)Nc2cccc(F)c2)s1,0,2,-1,.,-6,2,.
CSc1nnc(C(C)c2ncc(C(F)(F)F)cc2Cl)n1C (stereo unspecified),.,.,.,-3,.,-2,4
O=C(Cc1cccc(NC(=O)C2CCCN(C(=O)C3CCCCC3)C2)c1)Nc1cccc(C(=O)N2CCCCC2)c1 (stereo unspecified),0,-3,2,4,0,3,-1
COCCNC(=O)C1(C)CCN(C(=O)C2(c3ccc(Cl)cc3)CCCC2)C1 (stereo unspecified),1,3,-4,-3,-1,3,.
CCC(=O)Nc1c2c(nn1-c1ccc(F)cc1)CS(=O)(=O)C2,2,1,-4,-5,2,2,-11
O=S(=O)(c1cnccc1N1CCN(CCO)CC1)N1CCCCC1,0,1,48,-2,-6,-3,-3
CCCS(=O)(=O)NC(=O)C1(C)CCN(C(=O)c2ccc(F)c(C)c2)C1 (stereo unspecified),-1,2,2,0,5,1,.

# The order is random; about 4% have a hit in one of these screens.
